Bioassay records (PubChem BioAssay)
MITF inh – blocks human microphthalmia-associated transcription factor; AlphaScreen MITF homodimerization, bead proximity signal; inhibition, % at 2.6 µM; 650,000 tested, 0.91% active; in the data active means inhibition above about 50%;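 further: 0% = vehicle wells with protein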
Target sequence (O75030 whole entry, looked up): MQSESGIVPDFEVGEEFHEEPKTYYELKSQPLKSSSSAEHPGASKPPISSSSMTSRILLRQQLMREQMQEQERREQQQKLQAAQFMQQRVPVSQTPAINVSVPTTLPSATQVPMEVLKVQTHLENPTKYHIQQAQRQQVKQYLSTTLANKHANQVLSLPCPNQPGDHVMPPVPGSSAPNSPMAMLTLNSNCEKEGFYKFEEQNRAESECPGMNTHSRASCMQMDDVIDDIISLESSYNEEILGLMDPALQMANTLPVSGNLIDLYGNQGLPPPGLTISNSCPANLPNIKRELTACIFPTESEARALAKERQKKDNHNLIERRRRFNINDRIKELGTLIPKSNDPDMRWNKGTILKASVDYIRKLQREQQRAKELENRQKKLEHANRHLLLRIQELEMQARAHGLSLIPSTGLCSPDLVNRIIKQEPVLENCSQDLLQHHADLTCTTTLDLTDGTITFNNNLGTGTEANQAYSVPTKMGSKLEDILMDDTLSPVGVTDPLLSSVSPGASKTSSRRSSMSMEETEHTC
TEAD-YAP inh – TEAD-YAP interaction inhibition. HEK-TIYL cells, TEAD-Gal4/YAP UAS-luciferase luminescence. inhibition, % at 9.12 µM. AID 1259422. 640,000 tested, 1.4% active; in the data active means inhibition above about 32%;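 further: 0% = median of test compound wells and 100% = reference inhibitor wells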
GPR151 activ – human GPR151 activation | activation, % at 11.2 µM | Q8TDV0 | AID 1508602 | PathHunter beta-arrestin GPR151 cells, luminescence | 650,000 tested, 1% active; in the data active means activation above about 4.9%;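 further: 0% = median of compound wells and 100% = cells with positive control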
Target sequence (Q8TDV0 whole entry, looked up): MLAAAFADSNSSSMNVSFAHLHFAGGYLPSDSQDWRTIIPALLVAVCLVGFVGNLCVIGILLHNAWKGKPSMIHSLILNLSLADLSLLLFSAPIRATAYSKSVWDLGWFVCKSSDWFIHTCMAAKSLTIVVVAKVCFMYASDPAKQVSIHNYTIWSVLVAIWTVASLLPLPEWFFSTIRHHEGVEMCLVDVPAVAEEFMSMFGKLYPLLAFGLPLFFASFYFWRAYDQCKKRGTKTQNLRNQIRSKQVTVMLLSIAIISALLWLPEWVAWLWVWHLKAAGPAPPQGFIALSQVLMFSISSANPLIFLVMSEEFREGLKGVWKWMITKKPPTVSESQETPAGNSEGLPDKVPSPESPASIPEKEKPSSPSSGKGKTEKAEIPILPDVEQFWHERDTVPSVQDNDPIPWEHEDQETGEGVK
FBW7 act – activators of human E3 ligase FBW7; AlphaScreen FBW7–phospho-cyclin E peptide binding, activator screen; Q969H0; 650,000 tested, 0.13% active; normalized activity (activation), % at 26.1 µM; in the data active means normalized activity above about 1.9%;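 further: purified mutant Fbw7 with reduced substrate affinity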
An asterisk follows results filed as active; . = not tested or not shown; & = joins results of further samples; ! = not active in a repeat.

Order of results – MITF inh	TEAD-YAP inh	GPR151 activ	FBW7 act
- CCc1nc2ccccc2c(C(=O)OC(C)C(N)=O)c1C (centres undefined)
  10.4	5.7	-0.8	0.2
- Nc1c(Br)cc(Br)cc1CNC1CCC(O)CC1 (centres undefined)
  -14.1&-16.0&1.6	-1.0&-15.3	5.7*!	0.0&-0.1&-0.1
- CCN1CCN(C(=O)c2nc(-c3ccc(Cl)cc3)n3c2CCCCC3)CC1
  7.1	4.5	-1.2	-0.1
- COc1ccccc1C(=O)N/C(=C\c1ccc2c(c1)OCO2)C(=O)NCC(=O)O
  3.1	6.3	2.0	0.0
- COc1cc(/C=C2/N=C(c3cccc(F)c3)OC2=O)cc(OC)c1
  6.2	-6.8	1.9	0.2
- Cc1cc(OCc2nc(-c3nonc3N)no2)ccc1[N+](=O)[O-]
  -12.4	-17.1	1.0	-0.1
- Cc1ncn(-c2ccc(Nc3cc(-c4cnn(C)c4)c(C)cn3)cc2)n1
  5.3	-18.9	-0.3	0.1
- COCCn1c(N2CC(C)CC(C)C2)nc2c1c(=O)[nH]c(=O)n2C (centres undefined)
  4.4	-2.6	-0.1	0.0
- CCc1nnc(NC(=O)CSc2nn3c(=O)c(C)nnc3s2)s1
  5.4	0.5	-0.3	-1.1
- Cc1ccc(-c2c(C(=O)Nc3ccc(OC(F)(F)F)cc3)oc(=O)c3ccccc23)cc1
  -31.8	-14.0	0.7	0.0
- CCC(=O)Nc1cccc(-c2nc3c(ccc4ccccc43)o2)c1
  -2.4	-55.0	0.4	0.2
- O=C(CC1C(=O)NCCN1Cc1ccoc1)NCC1(c2ccccc2)CCCC1 (centres undefined)
  0.6	6.3	-0.4	0.5
- CCOc1ccccc1NC(=O)Nc1nnc(N2CCCCC2)s1
  -2.0	-3.8	3.1	-0.4
- CN1c2ncccc2C(=O)NC12CCN(C(=O)Cn1cnc3ccccc3c1=O)CC2
  -1.6	-16.8	0.0	-0.1
- CC(C(=O)NN)n1cnc2ccccc21 (centres undefined)
  -6.9	7.1	-0.2	-0.5
- COc1cc(NC(=O)c2cccc(-c3cc(NC(=O)Cc4ccccc4)n[nH]3)c2)ccc1N1CCOCC1
  -0.8	-1.3	-0.5	-0.1
- O=C(COc1cccc(Oc2ccccc2)c1)Nc1ccc2c(c1)OCO2
  2.1	5.4	0.2	0.0
- O=C(c1ccccc1)N1CCn2c3c(c4cc(C5CCCCC5)ccc42)CCCC31 (centres undefined)
  22.0	-0.4	-2.4	0.2
- Cc1cc(=O)cc(C)n1-c1ccc(Cl)cc1Cl
  -10.9	-6.2	0.0	-0.1
- O=C(NCc1ccc(Cl)cc1)c1ccc(N2CC3CC(C2)c2cccc(=O)n2C3)c([N+](=O)[O-])c1 (centres undefined)
  5.2	-2.7	-0.6	-0.2
- CCCCc1ccc(NC(=O)c2cccc(C)c2)cc1
  -6.1	-25.3	-5.2	0.1
- COc1cccc(-n2cc(C(=O)NCCC(=O)N3CCN(c4cccc(Cl)c4)CC3)c3ccccc3c2=O)c1
  10.4	11.7	-0.6	-0.1
- O=C(Nc1ccccc1)Nc1ccc(S(=O)(=O)N2CCc3ccccc32)cc1
  5.6	19.5	0.0	0.9
- CC1=C(C(=O)OC(C)C)C(c2cccc(Cl)c2Cl)CC(=O)N1 (centres undefined)
  10.4	7.1	-0.8	0.0
- COc1cc(NC(=O)c2cnc3scc(C(C)(C)C)n3c2=O)cc(OC)c1OC
  10.2	7.2	0.3	0.2
- CCN(CC)CCn1c2c(c(SCC(=O)N3CCc4ccccc43)nc1=O)CCCC2
  11.1	-12.0	-0.2	0.1
- CCC(Sc1nc2ccccc2c(=O)n1CCCC(=O)NCc1ccco1)C(=O)Nc1ccc2c(c1)OCO2 (centres undefined)
  4.7	-6.4	0.7	0.1
- CCOC(=O)c1sc(NC(=O)C(C)Sc2nnc(CNC(=O)c3ccco3)n2C)c(C(=O)OCC)c1C (centres undefined)
  -3.9	6.0	0.9	-0.1
- Cc1ccc(-c2nnc3c4ccccc4c(C)nn23)cc1S(=O)(=O)N1CCCCC1
  11.3	-0.6	-1.7	0.1
- CCC(C)N1C(=O)CCC1C(=O)NCc1ccc2c(c1)OCO2 (centres undefined)
  -1.3	-3.6	0.8	0.5
- COc1ccc(OCc2nc(C#N)c(N3CCCCCC3)o2)cc1
  20.9	-17.5	0.7	0.2
- O=C(Nc1nc(C(=O)N2CCN(c3ccccc3Cl)CC2)cs1)c1ccccc1
  4.8	1.7	0.5	0.0
- COc1cc2[nH]cc(S(=O)(=O)c3ccc(F)cc3)c(=O)c2cc1OC
  -17.8	-5.0	1.2	0.4
- N#Cc1ccccc1NC(=O)COC(=O)CCC(=O)c1ccc(Cl)cc1
  8.6	9.5	-0.1	0.2
- O=C(CCC1(Cc2cccs2)CCC(=O)N1)NCc1cn[nH]c1-c1ccccc1 (centres undefined)
  16.8	-1.9	-0.8	-0.1
- O=C(Nc1ccccn1)c1cc2ccccc2oc1=O
  -13.1	-42.9	-1.2	-0.1
- Cc1cccc(-c2nnc(C3CCN(S(=O)(=O)Cc4ccccc4)CC3)o2)c1
  -3.5	-19.8	-0.5	0.0
- CCCCN(CCCC)CC(O)CN(c1ccccc1OC)S(=O)(=O)c1ccccc1 (centres undefined)
  7.7	5.2	0.1	-0.1
- O=C(Cc1ccccc1)NNC(=O)c1cccc(Cl)c1
  0.7	-2.0	2.6	0.1
- Cc1ccc(NC(=O)CN(c2ccc(Cl)cc2C)S(=O)(=O)c2ccccc2)cc1C
  -3.5	1.3	-0.1	0.0

Shown as labelled records: entries from further up
COc1ccc(OCc2nc(C#N)c(N3CCCCCC3)o2)cc1
  MITF inh: 20.9	TEAD-YAP inh: -17.5	GPR151 activ: 0.7	FBW7 act: 0.2

O=C(Cc1ccccc1)NNC(=O)c1cccc(Cl)c1
  MITF inh: 0.7	TEAD-YAP inh: -2.0	GPR151 activ: 2.6	FBW7 act: 0.1

(listing goes on)
Order of results – MITF inh	TEAD-YAP inh	GPR151 activ	FBW7 act
- O=C(NNC(=O)c1ccc(-n2cccc2)cc1)Nc1cccc([N+](=O)[O-])c1
  6.2	5.5	-0.5	-0.1
- COc1cc(OC)cc(C(=O)NNC(=O)c2ccccc2Cl)c1
  16.8	3.2	0.0	-0.1
- CCc1nc2sc(C(c3ccccc3F)N3CCN(CCO)CC3)c(O)n2n1 (centres undefined)
  -0.7	1.7	-0.8	0.0
- O=C1CCC(=O)N1c1ccc2nc(-c3ccccc3)[nH]c2c1
  -4.5	-16.0	0.4	-0.1
- Cc1cc(=O)[nH]c(SC(C(=O)O)c2ccccc2)n1 (centres undefined)
  -0.5	-3.5	0.5	0.0
- C=CCNc1nc(-c2cc3ccccc3o2)cs1
  3.1	-13.4	-1.5	-0.2
- COc1cccc(-c2cc(C(=O)N3CC4(C)CC3CC(C)(C)C4)no2)c1 (centres undefined)
  15.2	-11.0	-0.8	0.2
- COc1ccc(Cn2c(C)c(C)n3c4c(=O)n(CC(N)=O)c(=O)n(C)c4nc23)cc1
  -2.0	0.2	-1.1	0.3
- Cc1ccccc1-n1c(SCC(=O)Nc2cccnc2Cl)nnc1-c1cccnc1
  10.9	-0.7	-0.7	-0.1
- CN(c1ccc(C(=O)NC2CC2)cc1)S(C)(=O)=O
  2.3	-1.1	-2.1	-0.2
- Cc1nc(SCc2ccccc2F)c2c(=O)n(C)c(=O)n(C)c2n1
  -0.8	-3.0	0.1	-0.3
- COc1cc(C2Nc3ccccc3-c3nnc(SCc4ccc(C)cc4)nc3O2)cc(OC)c1OC (centres undefined)
  -1.3	-0.1	-1.3	0.0
- COc1ccccc1NC(C)C(=O)N/N=C/c1cc(Br)c(O)c(OC)c1 (centres undefined)
  11.2	-5.9	0.1	0.3
- O=S(=O)(c1ccc(Cl)cc1)N1CCC(c2nc(-c3ccc(F)cc3)no2)CC1
  -3.5	3.6	0.4	-0.1
- COc1ccccc1CNCc1cc(NC(=O)c2ccccn2)cc(C(=O)N(C)C)c1
  10.5	9.7	-0.5	0.2
- CCOc1ccc(-n2c(SCC(=O)N3CCCc4ccccc43)nc3c(c2=O)SCC3)cc1
  4.1	-6.7	-0.6	0.6
- CC(=O)Nc1ccc(-c2nnc(SCC(=O)Nc3cccc(C(F)(F)F)c3)n2C)cc1
  8.2	-7.2	-0.3	0.1
- CCOC(=O)N1CCN(CC(O)COc2c(C)cc(C)cc2C)CC1 (centres undefined)
  10.1	-4.7	-1.3	0.1
- COc1cc(Nc2nc3ccccc3n3c(C)nnc23)cc(OC)c1OC
  -25.3	3.7	1.0	-0.1
- O=C(Nc1cccc(N2CCC(NCCc3ccccc3)CC2)c1)C1CC1
  -0.8	0.7	2.0	0.2
- N#C/C(=C(/O)COC(=O)c1ccc(Br)o1)c1nc2ccccc2[nH]1
  19.4	4.6	-1.1	0.2
- CC1CCC(C(C)C)C(OC(=O)CN2C(=O)C3C4c5ccccc5C(c5ccccc54)C3C2=O)C1 (centres undefined)
  -0.1	19.2	-1.0	0.0
- CCn1c(NCc2ccccc2NS(=O)(=O)c2ccc(C)cc2)nc2ccccc21
  10.8	2.5	-0.8	0.4
- COc1ccc(CNC(=O)CCCn2c(SCc3ccc(C(C)(C)C)cc3)nc3cc4c(cc3c2=O)OCO4)cc1
  -5.5	-10.3	-0.5	0.1
- CCOC(=O)c1sc(NC(=O)CSc2nnc(CNC(=O)c3ccccc3F)n2-c2ccc(F)cc2)c(C(=O)OCC)c1C
  -7.3	-11.2	0.0	0.1
- Cc1cccc(C2c3[nH]c4ccccc4c3CCN2C(=O)Cn2cncn2)n1 (centres undefined)
  4.1	6.9	-1.1	-0.2
- O=C(NC(=S)Nc1cccc2c1C(=O)NC2=O)c1cccs1
  9.2	4.6	1.6	0.0
- CCN(CC)CCCCn1c(C)cc(=O)n(C)c1=O
  39.3	5.2	-0.8	1.1
- O=C(Nc1ccc(I)cc1)C1CCN(C(=O)c2cccs2)CC1
  0.7	-12.8	-1.6	0.0
- CCOC(=O)C1=C(C)N=c2s/c(=C\c3cc(Br)c(OC)c(Br)c3)c(=O)n2C1c1ccc(Cl)cc1 (centres undefined)
  1.1	1.4	0.1	-0.1
- CCCc1nc(NC(C)=O)c(C#N)c(-c2ccccc2OC)c1CC
  7.8	5.5	0.7	-0.1
- Cc1c(C(=O)Nc2ccccc2F)sc2ncnc(N(C)c3ccccc3)c12
  5.3	7.2	-0.1	-0.1
- O=C(NCCCN1CCOCC1)c1ccc2c(=O)n(-c3ccc(F)cc3)c(=S)[nH]c2c1
  -12.2	-3.1	-1.2	0.0
- O=C1CCCN1CCn1cnc2c(NCCN3CCOCC3)nc(NCc3cccnc3)nc21
  -0.5	-6.5	-0.6	0.0
- C#CCn1c(COC)nc2ccccc21
  12.2	-1.6	-0.6	0.0
- c1ccc(-c2nc3ccccc3n3nnnc23)cc1
  1.6	2.0	-0.4	-0.1
- CCN1CCN(c2ncn(-c3ccc(Nc4nccc(-c5ccc6c(c5)OCO6)n4)cc3)n2)CC1
  -12.6	-12.8	0.7	-0.3
- O=C(Nc1cc(Cl)ccc1O)c1cccc(S(=O)(=O)N2CCCC2)c1
  9.8	-2.2	-0.4	0.1
- Cn1c(-c2cccc(Cl)c2)cnc1NC(=O)c1ccccc1
  -14.5	-39.5	-0.1	-0.3
- COc1cccc(NC(=O)CSc2nc3cc4c(cc3cc2C#N)OCCO4)c1
  -2.9	45.1*	0.1	0.1
- O=C(O)CCN1C(=O)c2cc(Cl)c(Cl)cc2C1=O
  -5.5	-9.3	0.4	-0.1
- CNC(=S)N1N=C(c2ccc(C)cc2)CC1c1cc2ccc(C)cc2nc1Cl (centres undefined)
  -7.7	-2.5	-1.2	0.0
- CC(C)(C)NCC(O)COc1cccc2c1CCC(=O)N2 (centres undefined)
  -1.0	.	-0.6	0.4
- CCc1nnc(NC(=O)c2ccccc2[N+](=O)[O-])s1
  2.3	-4.9	1.0	0.0
- O=C(Nc1ccc(Cl)cc1)C1CC(=O)N(c2ccccc2)C(=Nc2ccccc2)S1 (centres undefined)
  2.1	-1.6	0.9	0.0
- COc1cc(/C=N/Nc2nc3ccc(Cl)cc3[nH]2)cc(OC)c1OC
  1.0	10.2	0.5	-0.1
- CCOc1ccc(C(=O)Nc2ccc3oc(-c4cccc(F)c4)nc3c2)cc1Br
  8.4	-1.6	1.2	-0.1
- CCc1nc(SCC(=O)Nc2cccc(NC(C)=O)c2)c2c(C)c(C)sc2n1
  6.9	4.5	-0.8	0.0
- CCOC(=O)CSc1nc(NC#N)nc(N(CC)CC)n1
  -2.2	0.8	-1.3	0.0
- CCOC(=O)C1CCCN(C(=O)c2ccc(Cl)c(Cl)c2)C1 (centres undefined)
  -10.3	-1.4	-0.5	-0.1
- COc1cccc(C(=O)NC2(C(F)(F)F)NC(=O)N(C)C2=O)c1 (centres undefined)
  -9.6	1.9	-0.9	0.0
- O=C(NCC1CCCCC1)C(=O)Nc1cccc(F)c1
  6.2	-22.4	2.6	-0.2
- Cc1ccc(NC(=O)NC2CC(=O)N(c3ccc(C)c(C)c3)C2)c(C)c1 (centres undefined)
  1.2	8.9	1.6	0.0
- COc1ccc(NC(=O)CNCCN2CCCCC2)cc1
  22.0	-4.8	-1.1	0.0
- Cc1ccc(C(=O)Nc2c3c(nn2-c2ccc(C)cc2C)CSC3)cc1
  0.5	7.1	0.5	0.0
